# Bioassay records deposited in PubChem by National Center for Advancing Translational Sciences (NCATS).
# Vif-A3G inh: qHTS for Inhibitors of Vif-A3G Interactions: qHTS; DNA dC->dU-editing enzyme APOBEC-3G (Homo sapiens), Q9HC16; HeLa A3G-eYFP + Vif (tagged APOBEC3G with the HIV-1 protein that degrades it), YFP fluorescence, overnight; Potency, µM (doses to about 46.1 µM), without a hit: at the highest dose activity, negative = active, hits mostly inhibitors; actives 0.076% (n = 410,000);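 also: potency is read from the fitted curve at half-maximal effect; % is scaled to controls: 0 for no effect and ±100 for the full control effect; nearly all actives have a fitted effect of over 60% in size; hits raise eYFP signal because A3G escapes Vif-driven loss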
# Target sequence (Q9HC16 whole entry, looked up): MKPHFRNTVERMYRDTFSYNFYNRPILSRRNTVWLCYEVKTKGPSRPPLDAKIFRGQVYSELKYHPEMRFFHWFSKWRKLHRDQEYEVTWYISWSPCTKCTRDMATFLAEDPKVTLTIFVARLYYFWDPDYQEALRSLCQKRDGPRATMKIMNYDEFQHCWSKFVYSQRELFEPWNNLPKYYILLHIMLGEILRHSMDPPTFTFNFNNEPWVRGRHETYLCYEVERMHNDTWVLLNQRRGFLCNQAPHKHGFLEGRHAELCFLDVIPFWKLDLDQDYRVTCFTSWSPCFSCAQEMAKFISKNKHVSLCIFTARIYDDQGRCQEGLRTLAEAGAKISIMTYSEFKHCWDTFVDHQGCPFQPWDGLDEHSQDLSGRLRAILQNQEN
#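 Read-out is eYFP fluorescence (Ex 488/Em 500-530) from Vif-expressing HeLa A3G-eYFP cells; more signal means A3G escaped Vif-mediated degradation. Cells plated overnight, compound pinned in, incubated overnight at 37 deg C.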
# RXFP1 ag: qHTS Assay for Agonists of the Relaxin Receptor RXFP1. Potency, µM (titrated, usually from 57.5 µM), for the others: top-dose activation, hits mostly activators. Relaxin receptor 1 (Homo sapiens), Q9HBX9. actives 0.3% (n = 370,000). HEK293T-RXFP1 cAMP TR-FRET, 30 min; response scale: percent of porcine relaxin response, buffer zero; also: potency is read from the fitted curve at half-maximal effect; % is scaled to controls: 0 for no effect and ±100 for the full control effect; nearly all actives have a fitted effect of over 60% in size; many of its hits are not listed in these tables
#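 cAMP rise read by TR-FRET after 30 min, 37C compound exposure (up to 58 uM) in RXFP1-transfected HEK293 cells with Ro 20174 present. EC50 from Hill-equation fits, with 29 nM porcine relaxin as 100% and buffer as basal.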
# D1 ag: Allosteric Agonists of the Human D1 Dopamine Receptor: qHTS; HEK293 T-REx D1 cells, calcium flux, agonist mode; actives 1% (n = 360,000); activation, % at 2 µM; D(1A) dopamine receptor (Homo sapiens), P21728; in the data active = activation above about 30%; also: 0% is about no effect
# Target sequence (P21728 whole entry, looked up): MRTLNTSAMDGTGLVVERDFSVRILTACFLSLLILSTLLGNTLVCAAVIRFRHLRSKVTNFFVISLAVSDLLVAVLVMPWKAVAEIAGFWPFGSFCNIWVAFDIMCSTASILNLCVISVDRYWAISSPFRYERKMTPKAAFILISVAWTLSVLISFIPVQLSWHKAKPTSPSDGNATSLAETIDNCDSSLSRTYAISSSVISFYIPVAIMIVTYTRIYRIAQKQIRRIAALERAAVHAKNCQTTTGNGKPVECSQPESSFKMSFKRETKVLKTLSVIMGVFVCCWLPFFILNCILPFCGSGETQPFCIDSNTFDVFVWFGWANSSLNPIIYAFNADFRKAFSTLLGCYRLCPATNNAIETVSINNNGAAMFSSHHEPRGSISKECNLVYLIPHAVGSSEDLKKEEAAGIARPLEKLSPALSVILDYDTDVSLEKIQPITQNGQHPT
#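 Inducible HEK293 T-REx D1 cells, force-coupled to calcium signalling, were plated at 4000 cells/well with tetracycline and held overnight at 30 C. After no-wash calcium dye loading, compound-evoked calcium rise over 180 s flagged agonists.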
# RXFP1 antagonist: qHTS Assay for Antagonists of the Relaxin Receptor RXFP1. activity change, negative = inhibition, % at 57.5 µM. HEK293-RXFP1, relaxin-stimulated cAMP HTRF, 30 min; stronger effect = lower value. Relaxin receptor 1 (Homo sapiens), Q9HBX9. AID 1259400, 2018. actives 0.59% (n = 350,000);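 active = activity change of -60% or lower, but not beyond a set lower limit; inconclusive = change between -60% and -40%, or beyond the set limit; inactive = change above -40%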; also: % is scaled to controls: 0 for no effect and ±100 for the full control effect
# D1 PAM: Potentiators of Human D1 Dopamine Receptor: qHTS. D(1A) dopamine receptor (Homo sapiens), P21728. HEK293 TREx D1 cells, calcium flux, dopamine EC20 potentiation. potentiation, % at 10 µM. actives 0.036% (n = 360,000). AID 504651, 2011; in the data active = potentiation above about 30%; also: 0% is about no effect
# D1 antag: Antagonist of Human D 1 Dopamine Receptor: qHTS; D(1A) dopamine receptor (Homo sapiens), P21728; HEK293 TREx D1 cells, calcium flux, dopamine EC80; stronger effect = lower value; activity change, negative = inhibition, % at 10 µM; actives 3.2% (n = 360,000); AID 504652, 2011; in the data active = activity change below about -30%; also: % is scaled to controls: 0 for no effect and ±100 for the full control effect
#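 Compound effects on dopamine-evoked calcium signalling were measured in tetracycline-induced HEK293 Trex D1 cells. Dopamine at EC80 followed a 180 s compound pre-read, and fluorescence was tracked kinetically for 180 s more.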
# GRP78 ERSR act: qHTS for Inducers of the Endoplasmic Reticulum Stress Response (ERSR) in Human Glioma: qHTS; U87-MG GRP78 promoter luciferase reporter, 16 h; Potency, µM, for inactives: at the highest dose activation, most hits filed as activators; actives 0.02% (n = 420,000); also: potency is read from the fitted curve at half-maximal effect; series mostly up to about 76 µM; % of control where 0% means no effect; nearly all actives have a fitted effect of over 35% in size
#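 Stably transfected U87-MG human glioma cells carrying a GRP78-based luminescent sensor were seeded at 1000 cells/well, pin-dosed with compounds and incubated 16 h. Luciferase reagent was then added, and end-point luminescence was read after 10 min at room temperature.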
# Vif-APOBEC3F blk: qHTS for Inhibitors of Vif-A3F Interactions: qHTS. HeLa A3F-eYFP + Vif (tagged APOBEC3F with the HIV-1 protein that degrades it), YFP fluorescence increase. Potency, µM (top dose mostly 46.1 µM), inactives show at the top dose activity, negative = active. actives 0.2% (n = 390,000). AID 602313, 2012; also: potency is read from the fitted curve at half-maximal effect; % of control where 0% means no effect; nearly all actives have a fitted effect of over 65% in size
#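 HeLa cells stably expressing A3F-eYFP plus Vif, plated and incubated overnight at 37 deg C, then exposed to compounds overnight at 37 deg C. Blocked degradation read as raised yellow fluorescence (Ex 488/Em 500-530).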
# D2 PAM: HTS Assay for Positive Allosteric Modulators of the Human D2 Dopamine Receptor: Primary Screen for Potentiators; HEK293 T-REx D2, calcium flux, EC20 dopamine potentiation; potentiation, % at 10 µM; actives 0.34% (n = 340,000); D(2) dopamine receptor (Homo sapiens), P14416;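 active = potentiation over 3 SD above the plate norm, cut at about 30% in these data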; also: 0% is about no effect
#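 Calcium flux readout, no-wash dye, 1 read/s. Inducible HEK293 Trex D2 line, overnight 30 C. Compound alone 180 s (agonist flags), then EC20 dopamine, another 180 s to score potentiation.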
# * marks the source's active call; other numbers are inactive results; ? = inconclusive; / = no result given. Unless noted, calls follow the shape of the dose curve; as a rule, active = well fitted curve in the direction sought with a large enough effect; inconclusive = small, poorly fitted or top-dose-only effect, or another doubt; inactive = no such curve, though single readings can be large; an effect the other way counts as inactive or inconclusive. This is a subset; rates above refer to the full screens.
Structure	Vif-APOBEC3F blk	D1 antag	D1 ag	Vif-A3G inh	RXFP1 antagonist	D2 PAM	D1 PAM	GRP78 ERSR act	RXFP1 ag
COC(=O)/C=C1\S/C(=N/N=C/c2ccccc2)NC1=O	7%	2	0	0%	/	-3	-3	0%	-3.1%
CCNC(=O)c1c(NC(=O)c2cc(-c3cc(C)cc(C)c3O)n[nH]2)sc2c1CCCC2	-14%	/	/	-3%	-14	/	/	-3%	/
Cc1cc(C)nc(NC(=S)Nc2ccc(F)cc2F)c1	4%	/	0	-1%	-4	-2	-1	0%	23%
CCCN(CCC)c1ccc(C(O)c2nnc(-c3ccccc3)o2)cc1 (centres undefined)	13%	13	3	-5%	0	9	3	-1%	0.3%
C=CCc1c(C)[nH]c2c(OC)cccc2c1=S	?	7	2	-1%	-13	12	5	0%	1.0%
O=C(COC(=O)CCCN1C(=O)c2cccc3cccc(c23)C1=O)Nc1ccc(Cl)cc1	10%	0	10	-3%	4	10	-5	2%	-0.1%
CC(=O)C1=C(C)NC(SCC(=O)Nc2nc3ccccc3s2)=C(C#N)C1c1ccc(Cl)cc1 (centres undefined)	-2%	-13	9	-17%	-1	/	-3	-2%	-0.3%
COc1ccc(CC(=O)NCc2nn(-c3ccccc3)nc2C)cc1OC	0%	-17	2	0%	-4	1	-5	-3%	0.6%
COc1ccc(Nc2nc3ccccc3n3cnnc23)cc1Cl	-11%	3	1	-1%	0	11	0	-3%	3.4%
CCN(CC)S(=O)(=O)c1ccc(OC)c(NC(=O)C(Cc2ccccc2)N2C(=O)c3ccccc3C2=O)c1 (centres undefined)	/	-1	2	/	/	-5	-5	/	2.7%
O=C(Cn1nc(-c2cccc(Cl)c2)ccc1=O)Nc1ccccc1Br	-15%	2	4	4%	-17	12	1	-4%	-0.8%
COc1ccc(CCNC(=O)C(=O)NCC2OCCN2S(=O)(=O)c2ccc(Cl)cc2)cc1 (centres undefined)	-5%	-24	9	5%	-1	15	-11	-4%	0.7%
Cc1ccc([C@@H]2[C@@H]3C(=O)N(C)C(=O)[C@@H]3[C@]3(C)C(=O)N(Cc4ccccc4)CC(=O)N23)o1	1%	5	2	0%	/	-4	-5	-2%	-0.4%
CC(OC(=O)CC1CC2CCC1C2)C(=O)Nc1ccc(N2CCOCC2)cc1 (centres undefined)	0%	4	22	2%	2	16	-3	-3%	-0.9%
COc1ccccc1N1C(=NC(=O)C(C)Oc2ccccc2)SC2CS(=O)(=O)CC21 (centres undefined)	-7%	3	0	0%	8	0	-1	-5%	-4.1%
CCOC(=O)c1nn(-c2ccccc2)c2nnc(Cc3ccccc3)c(=O)n12	-12%	2	-1	1%	-18	5	-3	-5%	0.1%
COc1ccc2nc(N3CCCCC3)c(/C=C3\SC(=S)NC3=O)cc2c1	4%	4	8	-2%	-12	-3	-2	1%	6.8%
COc1ccc(C(=O)NC(=O)CSc2nc3nc(C)cc(C)n3n2)cc1	2%	/	/	0%	-3	/	/	-5%	/
NC(=O)C(c1ccccn1)c1ncc(C(F)(F)F)cc1Cl (centres undefined)	-23%	6	-1	0%	-24	5	-11	-1%	1.9%
Cc1ccc(Nc2c([N+](=O)[O-])ccc3nonc23)cc1C	2%	16	4	-5%	-11	1	-1	-6%	2.9%
O=C(CCC1N=C2c3ccccc3N=C(SCC(=O)Nc3ccccc3F)N2C1=O)NCc1cccs1 (centres undefined)	2%	-38*	1	-9%	-9	0	-1	1%	13%
O=C(COC(=O)COc1ccc(Br)cc1)NC1CCCCCC1	-1%	-26	2	-2%	-3	1	-7	-3%	-1.0%
CCCN(CCC)C(=O)c1cc(S(=O)(=O)N2CCCCC2)c[nH]1	-1%	0	4	1%	/	7	-3	-2%	2.4%
CC1CCCCC1NC(=O)c1nn(C)c(=O)c2ccccc12 (centres undefined)	6%	-32*	0	1%	-10	-8	-5	-3%	0.9%
O=C(Oc1ccc(C(=S)N2CCOCC2)cc1)c1ccc(Br)cc1	-3%	-27	8	-5%	-12	-5	-14	-2%	0.8%
COC(=O)c1cc(Cl)cc(Cl)c1OS(=O)(=O)N(C)C	-10%	-30*	1	-8%	-3	3	7	-1%	-0.1%
CC(=O)Nc1ccc(NC(=O)COC(=O)CCNS(=O)(=O)c2c(Cl)cccc2Cl)cc1	6%	-29	6	3%	-6	5	8	-4%	0.2%
Cc1cc(/C=C2\SC(=S)N(Cc3ccco3)C2=O)c(C)n1-c1ccccc1	20µM*	-20	31*	?	-14	/	-1	2%	-0.2%
CCOc1ccccc1NC(=O)Cn1cnc2c(cnn2-c2ccc(C)c(C)c2)c1=O	1%	1	2	-1%	1	5	22	-5%	1.6%
COC(=O)c1ccccc1NC(=O)c1cccc(NC(=O)c2ccc(Br)o2)c1C	-12%	-8	5	-3%	-16	3	-3	1%	1.0%
COc1ccc(S(=O)(=O)NCCOc2ccc(Cl)cc2)cc1	9%	-29	4	0%	4	-10	-5	-2%	0.4%
COc1cccc(OCc2cc(C(=O)N3CCC(C(O)C(C)C)CC3)no2)c1 (centres undefined)	-1%	-28	15	4%	27	-5	-2	0%	-0.5%
C=CCn1c(SCC(=O)c2ccc(OC)cc2)nnc1C(C)NC(=O)c1cccs1 (centres undefined)	3%	-6	0	0%	0	5	-7	-4%	0.5%
COC(=O)c1c(NC(=S)Nc2ccc(CC(=O)O)cc2)sc(C)c1C	6%	-15	2	-4%	-63*	8	4	-3%	18%
CC1CCCC(C)N1C(=O)Cn1nnc(-c2ccccc2)n1 (centres undefined)	10%	-1	1	-6%	6	0	-4	0%	-0.2%
C#CCN(C[C@H]1[C@H](OC(=O)Nc2cccs2)[C@H](OC(=O)Nc2cccs2)C[C@H]2C(=O)N(c3ccccc3)C(=O)[C@@H]12)S(=O)(=O)c1ccc(C)cc1	4%	/	/	-7%	-14	/	/	-4%	/
COc1ccc(OC)c(CCNC(=O)Cn2cccc2C(=O)c2ccccc2)c1	4%	1	-1	7%	11	2	-4	-3%	1.7%
O=C(c1ccc(N2CCCS2(=O)=O)cc1)N1CCN(c2ccc(F)cc2)CC1	-4%	14	-2	0%	-11	17	-6	-1%	-0.8%
CCSc1nc(=O)n(-c2ccccc2)c(C)c1C(C)=S	-1%	0	-1	2%	3	1	5	-6%	0.4%
O=C(NCc1ccco1)c1cccnc1-c1nc2ccccc2s1	5%	11	4	-1%	7	2	-3	-3%	0.4%
COC(=O)c1ccc(CSc2nc3sc(C(=O)O)c(C)c3c(=O)[nH]2)cc1	2%	6	1	-7%	-36	11	-4	-5%	3.5%
CC(=O)Nc1ccc(-c2nc(C)c(C(C)=O)n2O)cc1	-2%	-10	4	2%	-11	13	-3	-3%	-1.4%
CCOC(=O)CCC(=O)Nc1cc(S(=O)(=O)N2CCOCC2)ccc1N1CCCCC1	1%	5	5	-6%	-4	-7	/	-4%	2.5%
C=CCNC(=S)Nc1ccc(N2CCOCC2)c(S(=O)(=O)Nc2ccccc2Cl)c1	-8%	-17	6	-3%	5	4	6	-1%	1.4%
Cc1cc[n+](CCc2ccccc2)cc1C	7%	-15	5	-3%	4	-9	5	-6%	-2.1%
CSc1cccc(N2CC(C(=O)Nc3cccc(S(=O)(=O)N4CCCC4)c3)CC2=O)c1 (centres undefined)	1%	-26	4	3%	-16	5	-2	-4%	-0.1%
CCOc1ccc(NC(=S)NC(=O)c2cccnc2)c([N+](=O)[O-])c1	0%	4	0	-4%	-9	0	-4	-5%	1.2%
Fc1ccc(COc2cccc(CNCc3ccncc3)c2)cc1	-6%	-6	11	-1%	-17	-4	-2	1%	0.4%
O=C(Nc1ccc(-c2noc(-c3ccccc3F)n2)cc1)c1cccs1	-5%	-14	7	3%	-17	13	-6	0%	?
COc1ccc(CN2CCOC2=O)cc1OC	0%	3	2	1%	-4	6	10	-5%	-0.1%
CCC1CCC2(CC1)NC(CO)(CO)CO2 (centres undefined)	1%	-13	0	-6%	5	17	1	-1%	0.3%
Cc1ccc(NC(=O)CCC(=O)NNC(=O)C(C)(C)C)c(C)c1	9%	/	0	0%	11	-4	-7	-2%	2.3%
COc1cc2cc(C(c3nnnn3C(C)(C)C)N3CCc4ccccc43)c(=O)[nH]c2cc1OC (centres undefined)	2%	8	1	0%	5	-2	8	-4%	-0.6%
O=C(OCc1nc2ccc(Cl)cc2n1CCO)c1ccccc1	0%	4	2	-7%	-2	6	4	-6%	-0.8%
COc1ccccc1C(=O)NC(=O)Nc1cccc(Cl)c1	0%	-2	3	-1%	1	9	0	-5%	6.4%
Cc1ccc(C(=O)N2CCN(c3ccccc3O)CC2)cc1S(=O)(=O)N1CCCCC1	-1%	-25	2	-2%	-6	/	1	-4%	0.8%
CCOC(=O)N1CCC(N(CCOC)C(=O)Nc2ccc(CC)cc2)CC1	-2%	-5	1	0%	-14	2	2	-2%	0.5%
COc1cccc(NC(=O)/C=C/c2ccco2)c1	-6%	-2	2	-1%	-20	-2	3	2%	0.8%
